Source: PubChem (MTDP)
RNase H inhibition: RNase H inhibition, HIV 1 Gag Pol polyprotein, FRET biochemical assay, screening (AID 372) | actives 0.77% (n = 100,000) | one-dose inhibition, % at 10 µM; IC50 in µM for titrated hits | HIV-1 RT RNase H, FRET RNA/DNA substrate fluorescence; higher % means a stronger effect; in the data active means inhibition above about 50%
The depositor's hits bear a star. This is a subset; the hit share may differ from the screen's.

Sample of the layout:
molecule | RNase H inhibition
COc1cccc(/C=C2\SC(N3CCCC3)=NC2=O)c1OC | 19%
Cc1c(C(=O)NN2CCOCC2)cccc1[N+](=O)[O-] | 7%

The list itself, from the first entry:
molecule | RNase H inhibition
COc1cccc(/C=C2\SC(N3CCCC3)=NC2=O)c1OC | 19%
Cc1c(C(=O)NN2CCOCC2)cccc1[N+](=O)[O-] | 7%
Cc1ccc(CN2CCN(C3CCCC3)CC2)cc1 | 2%
COc1ccc(Cl)cc1C(=O)NC(C)c1ccccc1 (stereo not drawn) | 13%
CCN1C(=O)/C(=C\c2ccc(OS(=O)(=O)c3ccccc3[N+](=O)[O-])c(OC)c2)SC1=S | 17%
O=C(c1ccccc1)C(Sc1ncn[nH]1)c1ccccc1 (stereo not drawn) | 1%
Cc1ccc(-c2ncnn2-c2ccc(Cl)cc2)cc1 | 11%
O=C(Cc1ccccc1)Nc1ccc(C(=O)Nc2nccs2)cc1 | 9%
O=C(/C=C\Nc1ccccc1[N+](=O)[O-])c1ccc2c(c1)OCO2 | 15%
Cc1ccc(C(=O)Nc2cc(C)cc(C)c2)cc1 | 0%
COc1cccc(NC(=O)c2ccccc2C)c1 | 0%
N=c1nc(N)nc2n1NC(c1ccc(Cl)cc1)=CS2 | 3%
Cn1c(=O)c2c(ncn2CC(=O)Nc2ccccc2I)n(C)c1=O | 10%
CCOc1ccccc1NC(=O)CCCN1C(=O)/C(=C/c2ccc(C)cc2)SC1=S | 27%
Cn1cnnc1SCC(=O)Nc1nc2ccccc2s1 | 17%
N#Cc1c2c(c(-n3ccnc3)n3c1nc1ccccc13)CCC2 | 6%
Cc1ccc(-c2cc(C(=O)N/N=C/C=C/c3ccccc3)[nH]n2)cc1 | 23%
O=C(CSc1nc2ccc(NC(=O)c3ccccc3)cc2s1)Nc1cccc(C(F)(F)F)c1 | 0%
CC(C)(C)c1cc(C(=O)N/N=C/c2cc(C(C)(C)C)c(O)c(C(C)(C)C)c2)n[nH]1 | 14%
CN1C(=O)C(=Cc2ccc(-c3ccc(Cl)c(C(=O)O)c3)o2)C(=O)N(C)C1=O | 19%
CCOc1cc(-c2nc3ccccc3c(=O)[nH]2)cc(Br)c1O | 4%
Cc1ccc(C(=O)Nc2c(C(C)C)cccc2C(C)C)cc1[N+](=O)[O-] | 0%
CCN(CC)c1ccc(Nc2nc(-c3sc(C)nc3C)cs2)cc1 | 27%
Cc1cc(/C=C(/C#N)C(=O)Nc2ccc(F)cc2)c(C)n1-c1ccc(I)cc1 | 14%
COc1ccc(S(=O)(=O)N(CC(=O)Nc2ccc(C(C)=O)cc2)c2ccc(C)cc2)cc1OC | 9%
CC(=O)CCc1c(C)[nH]c2ccccc2c1=O | 4%
C=CCOc1ccc(-c2nc3sc4c(c3c(=O)[nH]2)CCCC4)cc1OC | 30%
COc1ccc(Nc2ccc([N+](=O)[O-])cn2)cc1Cl | 10%
CC1=C(C(=O)Nc2ccc(Br)cc2)C(c2ccc(C)cc2)NC(=O)N1 (stereo not drawn) | 0%
COc1ccc(C(=O)CC2(O)C(=O)N(C)c3ccccc32)cc1 (stereo not drawn) | 1%
CCO/C(C)=C1\C(=O)N(c2nc3ccccc3s2)N=C1C(F)(F)F | 1%
O=C(NNC(=O)c1cc([N+](=O)[O-])ccc1Cl)c1ccc([N+](=O)[O-])cc1 | 17%
Cc1ccc(S(=O)(=O)N(CC(=O)Nc2ccccc2Br)c2ccc(F)cc2)cc1 | 10%
COc1ccc(/C=C2\SC(=S)N(CCCC(=O)Nc3c(C)n(C)n(-c4ccccc4)c3=O)C2=O)cc1 | 15%
CCCCCCOc1ccc(N2C(=O)CC(N3CCN(C(=O)OCC)CC3)C2=O)cc1 (stereo not drawn) | 9%
Cc1ccc(/C=C2/SC(=O)N(CNc3ccc(Br)cc3C)C2=O)cc1 | 5%
O=C(CSc1ccccn1)c1ccc(F)cc1 | 0%
CCOc1ccc(C(=O)Nc2ccc(NC(=O)c3ccccc3Cl)cc2)cc1Br | 14%
Cc1ccc(CNC(=O)C(=O)Nc2cc(Cl)ccc2C)cc1 | 14%
O=C(O)c1cc(N2C(=O)C=CC2=O)ccc1Cl | 22%
CCOC(=O)c1c(-c2ccccc2)nc(=O)[nH]c1-c1ccc(-c2ccc(F)cc2)o1 | 11%
Cc1ccc(S(=O)(=O)Oc2ccc(/C=C3\SC(=S)NC3=O)cc2Br)cc1 | 30%
O=C(NNc1c(Cl)cccc1Cl)C(O)(c1ccccc1)c1ccccc1 | 5%
Cc1ccc(N2CC(C(=O)NCC3CCCO3)CC2=O)cc1 (stereo not drawn) | 7%
COc1ccc(CC2=C(C(=O)c3ccccc3)C(=O)c3ccccc3C2=O)cc1 | 5%

Arranged by length of the SMILES (highest first): six of the compounds above.
molecule | RNase H inhibition
CCOC(=O)c1c(-c2ccccc2)nc(=O)[nH]c1-c1ccc(-c2ccc(F)cc2)o1 | 11%
Cc1ccc(S(=O)(=O)Oc2ccc(/C=C3\SC(=S)NC3=O)cc2Br)cc1 | 30%
COc1ccc(CC2=C(C(=O)c3ccccc3)C(=O)c3ccccc3C2=O)cc1 | 5%
CCOc1ccc(C(=O)Nc2ccc(NC(=O)c3ccccc3Cl)cc2)cc1Br | 14%
CCO/C(C)=C1\C(=O)N(c2nc3ccccc3s2)N=C1C(F)(F)F | 1%
O=C(O)c1cc(N2C(=O)C=CC2=O)ccc1Cl | 22%

New compounds follow
molecule | RNase H inhibition
CCOC(=O)N/N=C/C=C/c1ccccc1 | 7%
O=C1S/C(=C/c2ccc(-c3ccc(F)cc3)o2)C(=O)N1c1ccccc1 | 15%
O=C(COc1ccc([N+](=O)[O-])cc1)Nc1cc(C(F)(F)F)cc(C(F)(F)F)c1 | 2%
COc1ccc(C2Nc3ccc(C(=O)c4ccccc4)cc3NC3=C2C(=O)CC(C)(C)C3)cc1 (stereo not drawn) | 13%
CN(C)CCN(C)Cc1cccc2ccccc12 | 2%
O=C(Nc1ccc(Cl)c(C(F)(F)F)c1)c1ccccc1Br | 13%
N#C/C(=C\c1ccc(-c2ccc(Cl)c([N+](=O)[O-])c2)o1)C(=O)Nc1ccc(Cl)cc1 | 6%
Cc1ccc(Nc2nc(-c3ccncc3)cs2)cc1 | 0%
Cc1ccc(C)c(NC(=O)/C=C/c2ccc(Cl)cc2)c1 | 0%
N#Cc1c(NC(=O)C2CC2)sc2c1CCCCC2 | 9%
CC1=C(C(=O)Nc2ccc(Br)cc2)C(c2ccc(F)cc2)NC(=S)N1 (stereo not drawn) | 6%
CC(C)c1ccc(/C=C(\NC(=O)c2ccccc2)C(=O)NC2CCS(=O)(=O)C2)cc1 (stereo not drawn) | 0%
CCOc1ccccc1OCCCCOc1cccc(Br)c1 | 20%
CC(NC(=O)c1ccccc1)c1ccc(Cl)c(Cl)c1 (stereo not drawn) | 7%
CCN(CCN)c1ccc2c(=O)[nH][nH]c(=O)c2c1 | 0%
O=c1[nH]c(=O)n(-c2ccccc2Cl)c(O)c1C=C1C=CC=N1 | 0%
Cc1cccc(C(=O)Nc2ccc(NC(=O)c3cc4ccccc4o3)cc2)c1 | 7%
O=C(NCCc1ccccc1)C1C(c2ccccc2)=C1c1ccccc1 | 18%
OCCn1c(-c2ccc(F)cc2)nc(=S)c2c1CCCC2 | 0%
O=S(=O)(c1ccc2c(c1)Cc1ccccc1-2)N1CCCCC1 | 0%
Cc1ccc(NS(=O)(=O)c2ccc(F)cc2)cc1C | 0%
CCCOc1ccc(C(=O)NC(=S)Nc2cc(C(F)(F)F)ccc2Cl)cc1 | 33%
CCCCC(C(=O)OCC(=O)c1ccc(Cl)cc1)N1C(=O)C2C3C=CC(C4CC34)C2C1=O (stereo not drawn) | 12%
COc1ccc(CCNC(=O)c2cc(-c3cccc(OC)c3)nc3ccccc23)cc1 | 3%
COc1ccc2nc(Nc3nc(C)cc(-c4ccccc4)n3)nc(C)c2c1 | 8%
CC(C)c1ccc(/C=C(\NC(=O)c2ccccc2)C(=O)NCc2ccco2)cc1 | 0%
Cc1ccc(NC(=O)c2ccc(C)c([N+](=O)[O-])c2)cc1Cl | 9%
Cc1cc(N2C(=O)NC(=O)/C(=C\c3ccc(N4CCOCC4)o3)C2=O)ccc1Br | 4%
CCN(CC)S(=O)(=O)c1cc(C(=O)Nc2ccccn2)ccc1C | 3%
COc1ccccc1OCCOCCOc1ccccc1Br | 14%

Some values from above:
For RNase H inhibition, O=S(=O)(c1ccc2c(c1)Cc1ccccc1-2)N1CCCCC1 has the entry 0%
For RNase H inhibition, CCCCC(C(=O)OCC(=O)c1ccc(Cl)cc1)N1C(=O)C2C3C=CC(C4CC34)C2C1=O (stereo not drawn) has the entry 12%
For RNase H inhibition, O=C(COc1ccc([N+](=O)[O-])cc1)Nc1cc(C(F)(F)F)cc(C(F)(F)F)c1 has the entry 2%

More results:
molecule | RNase H inhibition
COc1cc(C=C2C(=O)N(C)C(=O)N(C)C2=O)ccc1OCCOc1ccc([N+](=O)[O-])cc1 | 2%
COc1cc(CN2CCN(Cc3ccc(Cl)cc3)CC2)cc(OC)c1O | 3%
CCNC(=S)N(CCc1ccc(OC)c(OC)c1)C1CC(=O)N(c2ccc(OC)cc2)C1=O (stereo not drawn) | 15%
Nn1c2ccccc2n2cc(-c3ccc(Cl)cc3)nc12 | 18%
O=C1NC(=O)N(c2cccc(Cl)c2Cl)C(=O)/C1=C/c1cccn1-c1ccccc1 | 39%
Cc1cc2nn(-c3ccc(Cl)cc3)nc2cc1NC(=O)Cc1ccccc1 | 11%
O=C(COc1ccc(Br)cc1)Nc1ccc(OC(F)(F)F)cc1 | 2%
O=C(c1cc2nc(-c3ccccc3)cc(-c3ccccc3)n2n1)N1CCCC1 | 10%
COc1ccc(N(CC(=O)NCc2ccc(Cl)cc2)S(=O)(=O)c2ccc(C)cc2)cc1 | 14%
O=[N+]([O-])c1cc([N+](=O)[O-])c(Nc2ccc(Br)cc2)nc1Nc1ccc(Br)cc1 | 3%
Brc1cccc(CSc2nnnn2-c2ccc3c(c2)OCO3)c1 | 15%
CCCCCOC(=O)Nc1ccc(S(=O)(=O)Nc2cccc3ccccc23)cc1 | 15%
CCCOC(=O)C1=C(C)NC2=C(C(=O)CC(c3ccc(OC)cc3)C2)C1c1cccc(F)c1 (stereo not drawn) | 6%
CC(C)(C)c1ccc(O)c(N=C/C=C/c2cccc([N+](=O)[O-])c2)c1 | 11%
O=C(NCc1cccnc1)C(c1ccccc1)c1ccccc1 | 0%
COc1ccccc1C1NC(=O)NC(C)=C1C(=O)OCCOc1ccccc1 (stereo not drawn) | 5%
Cc1ccc(S(=O)(=O)N(CC(=O)Nc2ccc3c(c2)OCO3)c2ccc(C)cc2C)cc1 | 9%
CCC(C)c1ccc(OCCOc2ccc(/C=C3\SC(N)=NC3=O)cc2OC)cc1 (stereo not drawn) | 25%
O=C(/C=C/c1cc(Br)cs1)Nc1ccccc1[N+](=O)[O-] | 7%
N#C/C(=C\c1ccc(Cl)cc1)c1nn(CCO)c(N)c1C#N | 19%
CC(=O)N1N=C(c2ccccc2)CC1c1ccc([N+](=O)[O-])cc1 (stereo not drawn) | 4%
C/C(CCc1ccccc1)=N/NC(=O)c1ccccc1[N+](=O)[O-] | 49%
CC(C)(C)NC(=O)CC12CC3CC(C1)CC(CC(=O)NC(C)(C)C)(C3)C2 | 1%
CC1(C)CC(=O)C2=C(C1)NC(SCC(=O)c1ccccc1)=C(C#N)C2c1ccc(Br)cc1 (stereo not drawn) | 16%
COc1ccc(C(=O)/C=C/Nc2ccccc2O)cc1 | 13%
CCOC(=O)c1ccc(NC(=O)COc2ccc3ccccc3c2)cc1 | 12%
CCC1CCc2c(sc3nc(SCC(=O)NCCc4ccccc4)n(-c4ccccc4)c(=O)c23)C1 (stereo not drawn) | 14%
O=C(NCCOc1ccccc1F)c1cccs1 | 6%
Cc1ccc(NC(=O)COc2ccc(Cl)cc2)cc1 | 0%
O=C(Nc1ccc(-c2nc3ccccc3c(=O)o2)cc1)c1ccccc1F | 44%
Cc1ccc(OCC(=O)N/N=C/c2ccccc2[N+](=O)[O-])cc1C | 3%
CC(=O)N(C)c1ccc(N=Cc2ccc(C)cc2)cc1 | 0%
COc1ccc(NC(=S)NC(=O)c2ccccc2C)c(OC)c1 | 15%
COc1ccc(C2C(C(=O)OC3CCCCC3)=C(C)NC3=C2C(=O)CC(c2ccc(Cl)cc2)C3)cc1OC (stereo not drawn) | 0%
Cc1cccc(C(=O)N/N=C/c2ccc(OCC(=O)N3CCCCC3)cc2)c1 | 9%
O=C(N=Nc1c(O)[nH]c2ccc([N+](=O)[O-])cc12)c1cccc(O)c1 | 11%
COc1ccc(/C=C/C(=O)NCCSc2ccccn2)cc1 | 0%
Cc1ccc2[nH]c(=O)c(-c3cc(-c4ccccc4)c4cc(Cl)ccc4n3)c(-c3ccccc3)c2c1 | 28%
Cc1ccc(NC(=O)CSc2ccc(Cl)cc2Cl)cc1 | 22%
COc1cc(/C=N/Nc2nncc(=O)[nH]2)ccc1O | 3%
CN(Cc1ccccc1)S(=O)(=O)c1ccc(F)cc1 | 2%
COc1ccc(/C=C2\C=C(c3ccc(C)cc3)OC2=O)cc1[N+](=O)[O-] | 32%
CCOc1ccc(N2C(=O)/C(=C/c3ccc(Cl)cc3Cl)C(=O)NC2=S)cc1 | 13%
CCOC(=O)C1=[N+]([O-])OC(C(=O)OCC)C1CC(C)=O (stereo not drawn) | 21%
CN(C)c1nc(N(C)C)nc(N2CC(=O)N(c3ccccc3)C2=N)n1 | 8%
CC(=O)Oc1ccc(C2C(C(=O)OCCOc3ccccc3)=C(C)NC3=C2C(=O)CC(c2ccccc2)C3)cc1 (stereo not drawn) | 13%
O=C(CCCOc1ccccc1)Nc1cccc(Br)c1 | 10%
COc1ccccc1NC(=O)C(Cc1ccccc1)N1C(=O)c2cc(Cl)c(Cl)cc2C1=O (stereo not drawn) | 16%
